NOD2-RIPK2 inh = inhibitors of human NOD2-RIPK2 interaction; O43353; CHO BLA complementation NOD2-RIPK2, CCF4 ratio; inhibition, % at 4.98 µM; hit rate 0.38% among 360,000; AID 624267; in the data active = inhibition above about 21%;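 note: 0% = vehicle only and 100% = reference blocker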
Target sequence (O43353 whole entry, looked up): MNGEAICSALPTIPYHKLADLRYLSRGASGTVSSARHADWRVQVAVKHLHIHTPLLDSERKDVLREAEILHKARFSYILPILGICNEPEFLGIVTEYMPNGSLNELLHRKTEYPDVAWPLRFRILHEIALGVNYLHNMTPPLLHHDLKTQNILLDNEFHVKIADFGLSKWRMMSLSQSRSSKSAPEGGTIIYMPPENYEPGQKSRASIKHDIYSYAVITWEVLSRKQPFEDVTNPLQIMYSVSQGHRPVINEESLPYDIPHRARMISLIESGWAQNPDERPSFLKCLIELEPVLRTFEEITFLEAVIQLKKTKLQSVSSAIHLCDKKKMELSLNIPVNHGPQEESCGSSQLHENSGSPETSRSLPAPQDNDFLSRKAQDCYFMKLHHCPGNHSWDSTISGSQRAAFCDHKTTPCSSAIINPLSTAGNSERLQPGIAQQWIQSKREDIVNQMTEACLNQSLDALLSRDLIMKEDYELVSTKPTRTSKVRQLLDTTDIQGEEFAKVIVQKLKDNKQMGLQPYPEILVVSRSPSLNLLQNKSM
H9c2 protect = protects H9c2 cardiomyocytes from peroxide injury; H2O2 injury protection, ATPLite, 2 h; protection from H2O2 cell death, % at 20 µM; hit rate 0.63% among 360,000; AID 588492;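 active = compounds giving at least 50% protection of heart cells from peroxide-induced death in the single-dose screen, raw or plate-pattern-corrected value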;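 note: 0% = DMSO wells with peroxide and 100% = DMSO wells without peroxide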
ABCB6 inh MLPCN = inhibitors of human ABC transporter ABCB6 | fluorescence ratio to DMSO, % at 10 µM | AID 602162 | Q9NP58 | K562-ABCB6 porphyrin accumulation, flow cytometry, 1 h; active compounds read low | hit rate 0.19% among 360,000;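 active = fluorescence ratio to DMSO below 75%, the collection mean minus 3 SD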;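 note: signal is porphyrin accumulated inside mitochondria; 100% equals median channel fluorescence of DMSO control wells; lower ratio means ABCB6 inhibition with less porphyrin fluorescence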
ABHD5-PLIN5 inh = blocks binding of human ABHD5 to perilipin-5; inhibition, % at 4 µM; Q00G26+Q8WTS1; hit rate 0.78% among 360,000; Split G. princeps luciferase complementation, luminescence, 4 h;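 active = inhibition above the mean inhibition across every tested compound plus 3 SD, cut at about 22% in these data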;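 note: 0% = DMSO only wells and the 100% control is not disclosed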
TLR9-MyD88 block = inhibitors of human TLR9-MyD88 binding | AID 504734 | CHO BLA complementation TLR9-MyD88, CCF4 FRET ratio | hit rate 0.21% among 340,000 | inhibition, % at 4.98 µM;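 active = inhibition above the mean over all tested compounds plus 3 SD, cut at about 21% in these data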;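 note: 0% = DMSO only wells and 100% = clavulanate BLA inhibitor control wells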
MC4R barr agon = activates human MC4R beta-arrestin recruitment; P32245; activation, % at 8.9 µM; AID 540308; hit rate 0.98% among 360,000; U2OS MC4R beta-arrestin complementation, luminescence; percent of melanotan II response, DMSO zero;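 active = activation above a per-plate cutoff, the mean activation of sample wells on that plate plus 3 SD, cut at about 8% in these data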
Target sequence (P32245 whole entry, looked up): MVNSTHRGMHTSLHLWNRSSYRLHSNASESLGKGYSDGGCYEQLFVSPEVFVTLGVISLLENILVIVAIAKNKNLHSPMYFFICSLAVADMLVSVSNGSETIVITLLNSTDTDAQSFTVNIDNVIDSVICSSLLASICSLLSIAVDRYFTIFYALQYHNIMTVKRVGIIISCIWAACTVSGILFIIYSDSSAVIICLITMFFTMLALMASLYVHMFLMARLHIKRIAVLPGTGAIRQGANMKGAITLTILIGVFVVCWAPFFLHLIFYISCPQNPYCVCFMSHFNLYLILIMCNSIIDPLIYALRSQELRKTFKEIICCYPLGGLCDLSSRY
SRC2 inh = human SRC2 (NCOA2) inhibition; Q15596; HEK293 GAL4-SRC2 luciferase reporter, luminescence; inhibition, % at 9 µM; hit rate 0.17% among 370,000; AID 651957;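 active = inhibition above the mean inhibition of all tested compounds plus 3 SD, set per campaign, cut at about 52% in these data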;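 note: 0% = DMSO treated cells and 100% = cells given Gossypol at 36 µM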
m5-HT2A agonist = agonists of mouse serotonin 5-HT2A receptor (HTR2A); hit rate 0.66% among 360,000; activation, % at 7.6 µM; CHO-K1 mHTR2A beta-arrestin complementation, luminescence; percent of 30 µM serotonin response;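 active = activation above a run cutoff, the mean activation of all tested compounds plus 3 SD, cut at about 14% in these data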;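 note: 0% = plate median of compound wells and 100% = 30 µM serotonin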
Glyco luc inh = N-linked glycosylation inhibition. D54 ERlucT glycosylation luciferase reporter, 24 h; percent of 100 nM tunicamycin response. reporter increase, % at 12.5 µM. hit rate 0.23% among 360,000. AID 588692;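 active = mean luciferase reporter signal, scaled so untreated is 0 and the glycosylation-blocking control 100, at or above a set limit in every replicate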;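 note: luciferase carries N-glycosylation sites so blocking glycosylation raises the light; 0% = median of neutral control wells and 100% = median of 100 nM tunicamycin wells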
MC4R antagonist = antagonists of human melanocortin 4 receptor (MC4R); P32245; inhibition, % at 6.5 µM; hit rate 0.48% among 360,000; MC4R-expressing cells, MTII-stimulated cAMP, LANCE TR-FRET;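 active = inhibition above its plate's cutoff, the mean of tested wells on that plate plus 3 SD, cut at about 29% in these data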;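 note: 0% = Melanotan II alone and 100% = Melanotan II plus saturating MCL0020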
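system = U2OS cells with stable human MC4R expression | also added = Melanotan II challenge after compound preincubation | dosing = one concentration, 6.5 µM nominal | incubation = compound 30 min, challenge 1 h, detection 1 h | measured by = TR-FRET with Eu-cAMP and labeled anti-cAMP, 671 nm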
* marks the source's active call; other numbers are inactive results. Not all compounds are listed; the hit share may differ from the screen's.

`CNS(=O)(=O)c1ccc(CNC[C@H]2O[C@@H](n3cc(C)c(=O)[nH]c3=O)C[C@@H]2O)cc1` gave NOD2-RIPK2 inh 3, H9c2 protect 5, ABCB6 inh MLPCN 102, ABHD5-PLIN5 inh 2, TLR9-MyD88 block -11, MC4R barr agon 0.2, SRC2 inh -2, m5-HT2A agonist 2, Glyco luc inh 1 and MC4R antagonist 16.
For COc1cc(N(C)C)c(NC(C)=O)cc1C(=O)O the results were NOD2-RIPK2 inh -5, H9c2 protect 6, ABCB6 inh MLPCN 101, ABHD5-PLIN5 inh 3, TLR9-MyD88 block -3, MC4R barr agon 0.1, SRC2 inh -2, m5-HT2A agonist 3, Glyco luc inh 1 and MC4R antagonist 5.
Cc1ccc(C)c(Cn2nnc3c(=O)[nH]c(C(=O)NCc4ccco4)nc32)c1 was read as NOD2-RIPK2 inh 1, H9c2 protect -3, ABCB6 inh MLPCN 93, ABHD5-PLIN5 inh -1, TLR9-MyD88 block -6, MC4R barr agon -0.2, SRC2 inh -19, m5-HT2A agonist -8, Glyco luc inh 2 and MC4R antagonist 13.
For O=C1Nc2ccccc2C(=O)N2[C@H](c3ccccc3)[C@@H]3C(=O)N(Cc4ccccc4)C(=O)[C@@H]3[C@H]12 the results were NOD2-RIPK2 inh -6, H9c2 protect 1, ABCB6 inh MLPCN 95, ABHD5-PLIN5 inh -6, TLR9-MyD88 block -4, MC4R barr agon -0.1, SRC2 inh 10, m5-HT2A agonist -3, Glyco luc inh -2 and MC4R antagonist -1.
Screening Cc1cccc2nc(=S)n(C(=O)c3ccco3)n12 returned NOD2-RIPK2 inh 1, H9c2 protect -16, ABCB6 inh MLPCN 90, ABHD5-PLIN5 inh -8, TLR9-MyD88 block 6, MC4R barr agon 0.1, SRC2 inh -43, m5-HT2A agonist 1, Glyco luc inh -3 and MC4R antagonist 0.
COc1ccc(OC(=O)N(C)C[C@@H]2OCc3cn(nn3)CCCC(=O)N([C@H](C)CO)C[C@H]2C)cc1 was read as NOD2-RIPK2 inh 4, H9c2 protect 3, ABCB6 inh MLPCN 104, ABHD5-PLIN5 inh 6, SRC2 inh -2, m5-HT2A agonist 3 and Glyco luc inh 3.
Screening O=C(CN1C(=O)/C(=C/c2ccco2)SC1=S)Nc1ccc(C(=O)O)c(O)c1 returned NOD2-RIPK2 inh -10, H9c2 protect -2, ABCB6 inh MLPCN 114, ABHD5-PLIN5 inh 1, TLR9-MyD88 block -10, MC4R barr agon 0.2, SRC2 inh 0, m5-HT2A agonist 7, Glyco luc inh 0 and MC4R antagonist 5.
`COc1ccc(CCN2CC(C(=O)N(C)Cc3ccccc3OC)CCC2=O)cc1` (stereo not given) gave NOD2-RIPK2 inh 2, H9c2 protect -2, ABCB6 inh MLPCN 102, ABHD5-PLIN5 inh -2, TLR9-MyD88 block 11, MC4R barr agon -2.8, SRC2 inh 9, m5-HT2A agonist -3, Glyco luc inh 0 and MC4R antagonist 8.
For COc1ccc(C(=O)NCC2(c3ccc(OC)c(OC)c3)CCCC2)c(OC)c1 the results were NOD2-RIPK2 inh -10, H9c2 protect 3, ABCB6 inh MLPCN 97, ABHD5-PLIN5 inh 3, TLR9-MyD88 block -4, MC4R barr agon 0.2, SRC2 inh 22, m5-HT2A agonist -3, Glyco luc inh -2 and MC4R antagonist 3.
For O=C(NCCCN1CCOCC1)c1cccc(S(=O)(=O)N2CCOCC2)c1 the results were NOD2-RIPK2 inh -1, H9c2 protect 0, ABCB6 inh MLPCN 100, ABHD5-PLIN5 inh -6, TLR9-MyD88 block 4, MC4R barr agon -3.0, SRC2 inh -15, m5-HT2A agonist 6, Glyco luc inh -1 and MC4R antagonist 12.
`Cc1cccnc1NC1OC(=O)c2ccccc21` (stereo not given) gave NOD2-RIPK2 inh 3, H9c2 protect 0, ABCB6 inh MLPCN 89, ABHD5-PLIN5 inh -1, TLR9-MyD88 block 3, MC4R barr agon -1.8, SRC2 inh 2, m5-HT2A agonist 0, Glyco luc inh 1 and MC4R antagonist -5.
Screening Cc1cc(C)c(NC(=O)CCn2nnc3ccccc32)c(C)c1 returned NOD2-RIPK2 inh -8, H9c2 protect 9, ABCB6 inh MLPCN 98, ABHD5-PLIN5 inh 2, MC4R barr agon -0.5, SRC2 inh -5, m5-HT2A agonist -1, Glyco luc inh 0 and MC4R antagonist -6.
For CC1CCCCC1NC(=O)Cn1cccc1C(=O)c1ccccc1 (stereo not given) the results were NOD2-RIPK2 inh -5, H9c2 protect 1, ABCB6 inh MLPCN 100, ABHD5-PLIN5 inh -6, TLR9-MyD88 block -8, MC4R barr agon 1.2, SRC2 inh -8, m5-HT2A agonist -3, Glyco luc inh 2 and MC4R antagonist 14.
O=C(NCc1ccc(F)cc1)C1CCN(S(=O)(=O)c2cccnc2)CC1 was read as NOD2-RIPK2 inh -11, H9c2 protect -4, ABCB6 inh MLPCN 101, ABHD5-PLIN5 inh 4, TLR9-MyD88 block -10, MC4R barr agon 1.4, SRC2 inh -27, m5-HT2A agonist 14, Glyco luc inh 3 and MC4R antagonist 1.
For O=C(CN1C(=O)c2ccccc2S1(=O)=O)NCc1ccc2c(c1)OCO2 the results were NOD2-RIPK2 inh 4, H9c2 protect -3, ABCB6 inh MLPCN 93, ABHD5-PLIN5 inh -3, TLR9-MyD88 block -1, MC4R barr agon -0.8, SRC2 inh -20, m5-HT2A agonist 1, Glyco luc inh 1 and MC4R antagonist 17.
O=C(NC(Cc1ccccc1)C(=O)O)/C(=C\c1ccc(Cl)cc1)NC(=O)c1ccco1 (stereo not given) was read as NOD2-RIPK2 inh -3, H9c2 protect 4, ABCB6 inh MLPCN 93, ABHD5-PLIN5 inh -8, TLR9-MyD88 block 0, MC4R barr agon -2.8, SRC2 inh 1, m5-HT2A agonist 0, Glyco luc inh 0 and MC4R antagonist 18.
Screening CC(Sc1nnc(Cc2ccc([N+](=O)[O-])cc2)o1)C(N)=O (stereo not given) returned NOD2-RIPK2 inh -6, H9c2 protect 2, ABCB6 inh MLPCN 96, ABHD5-PLIN5 inh 10, TLR9-MyD88 block -7, MC4R barr agon 0.4, SRC2 inh 15, m5-HT2A agonist -4, Glyco luc inh 1 and MC4R antagonist -6.
Screening COc1cccc2c1C(=O)c1c(O)c3c(c(O)c1C2=O)CC(O)(C(C)=O)CC3OC1CC(N(C)C)C(O)C(C)O1 (stereo not given) returned NOD2-RIPK2 inh 2, H9c2 protect -3, ABCB6 inh MLPCN inactive, ABHD5-PLIN5 inh 10, TLR9-MyD88 block -7, MC4R barr agon -2.0, SRC2 inh 55*, m5-HT2A agonist -2, Glyco luc inh -12 and MC4R antagonist -21.
For Cc1nc(CN2C(=O)C3(CCC3)ON=C2c2cccc(Cl)c2)cs1 the results were NOD2-RIPK2 inh -2, H9c2 protect 2, ABCB6 inh MLPCN 100, ABHD5-PLIN5 inh -1, MC4R barr agon -0.1, SRC2 inh -22, m5-HT2A agonist -3, Glyco luc inh 4 and MC4R antagonist 13.
Cc1ccc(C(c2cc(Cl)c3cccnc3c2O)N2CCN(C)CC2)cc1 (stereo not given) was read as NOD2-RIPK2 inh -6, H9c2 protect 26, ABCB6 inh MLPCN 96, ABHD5-PLIN5 inh 13, TLR9-MyD88 block 9, MC4R barr agon -3.4, m5-HT2A agonist -25, Glyco luc inh 43* and MC4R antagonist 6.
Screening Cn1c(CNc2ccccn2)c(C#N)c2ccccc21 returned NOD2-RIPK2 inh -7, H9c2 protect -4, ABCB6 inh MLPCN 94, ABHD5-PLIN5 inh -1, TLR9-MyD88 block 1, MC4R barr agon 1.0, SRC2 inh -9, m5-HT2A agonist -5, Glyco luc inh -1 and MC4R antagonist 4.
Screening CCOC(=O)C1(Cc2ccccc2C)CCCN(C(=O)CCc2cccnc2)C1 (stereo not given) returned NOD2-RIPK2 inh -9, H9c2 protect -9, ABCB6 inh MLPCN 88, ABHD5-PLIN5 inh 3, TLR9-MyD88 block -4, MC4R barr agon -2.1, SRC2 inh -19, m5-HT2A agonist -2, Glyco luc inh 1 and MC4R antagonist -6.
CC(c1ccon1)N(C)Cc1cn[nH]c1-c1ccc(-c2ccccc2)cc1 (stereo not given) was read as NOD2-RIPK2 inh -4, H9c2 protect -4, ABCB6 inh MLPCN 102, ABHD5-PLIN5 inh 3, TLR9-MyD88 block -1, MC4R barr agon -1.7, SRC2 inh -50, m5-HT2A agonist -1, Glyco luc inh -3 and MC4R antagonist 1.
Screening CCOC(=O)C1CCCN(C(=O)CNC(=O)Cn2ccc3ccccc3c2=O)C1 (stereo not given) returned NOD2-RIPK2 inh -5, H9c2 protect -4, ABCB6 inh MLPCN 93, ABHD5-PLIN5 inh -6, TLR9-MyD88 block -1, MC4R barr agon -1.9, SRC2 inh -5, m5-HT2A agonist 0, Glyco luc inh 1 and MC4R antagonist 4.
`Nc1n[nH]c(N)c1N=Nc1ccc(F)cc1` gave NOD2-RIPK2 inh 0, H9c2 protect -10, ABCB6 inh MLPCN 94, ABHD5-PLIN5 inh 0, TLR9-MyD88 block 4, MC4R barr agon 0.7, SRC2 inh -22, m5-HT2A agonist 0, Glyco luc inh 0 and MC4R antagonist 10.
For O=C(Nc1nnc(-c2ccccc2)o1)Nc1ccccc1Cl the results were NOD2-RIPK2 inh 2, H9c2 protect -2, ABCB6 inh MLPCN 99, ABHD5-PLIN5 inh 4, TLR9-MyD88 block 11, MC4R barr agon -1.2, SRC2 inh 2, m5-HT2A agonist 4, Glyco luc inh -2 and MC4R antagonist 0.
For COc1ccc(C(CC(=O)N2CCOCC2)c2c(O)cc(OC)cc2OC)cc1 (stereo not given) the results were NOD2-RIPK2 inh -5, H9c2 protect -1, ABCB6 inh MLPCN 90, ABHD5-PLIN5 inh -3, TLR9-MyD88 block 2, MC4R barr agon 0.2, SRC2 inh 5, m5-HT2A agonist 1, Glyco luc inh -1 and MC4R antagonist 6.
Cc1c(NC(=O)CN2CCC(C(N)=O)CC2)cccc1[N+](=O)[O-] was read as NOD2-RIPK2 inh -8, H9c2 protect 1, ABCB6 inh MLPCN 95, ABHD5-PLIN5 inh -2, TLR9-MyD88 block 13, MC4R barr agon -0.8, SRC2 inh 21, m5-HT2A agonist 3, Glyco luc inh 4 and MC4R antagonist 20.
Screening O=C(Cn1nnc(-c2ccc(CN3CCOCC3)cc2)n1)N(c1ccccc1)c1ccccc1 returned NOD2-RIPK2 inh 4, H9c2 protect -7, ABCB6 inh MLPCN 94, ABHD5-PLIN5 inh 5, TLR9-MyD88 block -15, MC4R barr agon -1.6, SRC2 inh -16, m5-HT2A agonist -1, Glyco luc inh -1 and MC4R antagonist 3.
`CCc1cc(-c2nnn(CCC3COCCO3)c2CC)ccc1-c1cn(CCc2c[nH]c3ccccc23)nn1` (stereo not given) gave NOD2-RIPK2 inh 6, H9c2 protect -18, ABCB6 inh MLPCN 97, ABHD5-PLIN5 inh -5, TLR9-MyD88 block 2, MC4R barr agon -0.9, SRC2 inh 10, m5-HT2A agonist -9, Glyco luc inh -2 and MC4R antagonist 9.
CCOc1ccc(NC(=O)N(CCC(C)C)C(C)c2ccco2)cc1 (stereo not given) was read as NOD2-RIPK2 inh 3, H9c2 protect 5, ABCB6 inh MLPCN 98, ABHD5-PLIN5 inh 2, TLR9-MyD88 block 8, MC4R barr agon -0.9, SRC2 inh -15, m5-HT2A agonist -2, Glyco luc inh -2 and MC4R antagonist 0.

Screening data as filed in PubChem.
